High-throughput results deposited in PubChem BioAssay by National Center for Advancing Translational Sciences (NCATS).
HCV inh: inhibitors of hepatitis C virus infection. AID 651820. 3.4% of 340,000 active. Huh7.5.1 HCVcc-Cre infection, luciferase reporter, 44 h. Potency, µM (doses to about 41.8 µM), for inactives: at the top dose activity change, negative = inhibition, hits mostly inhibitors
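A cell-based infection assay in which seeded cells (1,000 per well) receive test compound after 4 h, are inoculated with HCVcc-Cre at approximately 0.5 moi, and are incubated 44 h before luminescence detection.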
Sm TGR block: blocks Schistosoma mansoni thioredoxin glutathione reductase. purified TGR, DTNB reduction, TNB absorbance 405 nm. 3% of 360,000 active. Potency, µM (top dose mostly 114 µM), for inactives: at the top dose activity change, negative = inhibition, actives largely listed as inhibitors. Q962Y6; further: nearly all actives have a fitted effect of over 60% in size
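TGR 20 nM + NADPH 100 uM (dispensed conc.), cpd preinc 15 min RT; start with NADPH (500 uM addition) then DTNB (15 mM addition). Kinetic TNB absorbance, 405 nm filter. Four-parameter Hill fit across titration.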
Pf growth 96h: inhibits malaria parasite growth, 96 h. P. falciparum luciferase reporter growth, 96 h. Potency, µM (doses to about 28.7 µM), without a hit: at the highest dose activity change, negative = inhibition, usual class: inhibitors. 6.9% of 320,000 active. AID 504834
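Cell-based qHTS: luciferase-tagged P. falciparum in erythrocytes (2% hematocrit, 0.05% parasitemia final) incubated with compounds for 96 hours, 37 C, 5% CO2; luciferase detection reagent then added and luminescence measured.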
Pf growth 48h: inhibits P. falciparum growth in the first generation, 48 h; P. falciparum luciferase growth in erythrocytes, 48 h; Potency, µM (doses to about 28.7 µM), for the others: at the highest dose activity change, negative = inhibition, hits mostly inhibitors; 5.9% of 310,000 active; AID 504832
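Read-out is firefly luciferase luminescence from an integrated reporter in P. falciparum, so falling signal marks reduced parasite growth. Infected erythrocytes were at 2% hematocrit and 0.1% parasitemia (final) in Albumax-supplemented RPMI 1640.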
Tb PYK inh: blocks Trypanosoma brucei pyruvate kinase. 0.12% of 410,000 active. TbPYK enzyme, Kinase-Glo Plus ATP luminescence, 45 min. Potency, µM (top dose mostly 76.8 µM), without a hit: at the top dose activity, negative = inhibition, hits mostly inhibitors. Q57TT1; further: nearly all actives have a fitted effect of over 50% in size
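Screened from lowest to highest concentration, compounds were pinned into TbPYK/substrate mixtures, and ADP (130 uM final) was added. Plates sat at room temperature for 45 min prior to Kinase-Glo Plus detection by luminescence.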
LmPK inh: LmPK (Leishmania mexicana) enzyme inhibition; Q27686; Potency, µM (doses to about 57.5 µM), for inactives: at the highest dose activity change, negative = inhibition, hits mostly inhibitors; purified LmPK, Kinase-Glo ATP luminescence, 1 h; 0.37% of 290,000 active
Target sequence (Q27686 whole entry, looked up): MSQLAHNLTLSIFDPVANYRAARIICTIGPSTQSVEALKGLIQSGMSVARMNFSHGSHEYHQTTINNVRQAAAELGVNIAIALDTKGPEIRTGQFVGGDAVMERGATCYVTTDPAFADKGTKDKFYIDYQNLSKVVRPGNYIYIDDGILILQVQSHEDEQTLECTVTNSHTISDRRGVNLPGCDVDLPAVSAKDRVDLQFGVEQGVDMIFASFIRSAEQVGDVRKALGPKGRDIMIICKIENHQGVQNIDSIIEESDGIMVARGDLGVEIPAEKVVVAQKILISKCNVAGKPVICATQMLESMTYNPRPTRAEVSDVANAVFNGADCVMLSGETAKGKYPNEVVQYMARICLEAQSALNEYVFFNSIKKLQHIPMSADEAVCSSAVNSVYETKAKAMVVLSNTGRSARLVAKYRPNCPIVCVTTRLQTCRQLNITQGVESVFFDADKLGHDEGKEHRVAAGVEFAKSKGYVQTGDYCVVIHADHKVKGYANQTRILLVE
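Pyruvate kinase activity monitored as ATP production (luciferase luminescence). Conditions: 0.1 nM enzyme, 0.5 mM PEP, 0.1 mM ADP, 1 h, RT; normalized against uninhibited and no-enzyme wells.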
Starred values were filed as active, the others as inactive; ? = inconclusive; · = not tested or not shown; [ ] = another dose, or the depositor's remark. The call rests on the fitted dose curve; in most records, active means well fitted curve in the direction sought with a large enough effect; inconclusive means small, poorly fitted or top-dose-only effect, or another doubt; inactive means no such curve, though single readings can be large; an effect the other way counts as inactive or inconclusive. On the % scale 0 is the no-effect control and ±100 the full control effect; potency means the concentration at half of the fitted maximal effect.

Results follow in this order: HCV inh | Sm TGR block | Pf growth 96h | Pf growth 48h | Tb PYK inh | LmPK inh
- CCOC(=O)C1C(=O)C(C(C)=O)C(=O)CC1CC(C)SCC (stereo not given)
    -6% | -7% | · | 1% | -9% | 0%
- COC(=O)c1c(C)oc(C)c1S(=O)(=O)N1CCOCC1
    16% | ? | 63%[activator] | 34%[activator] | 1% | -9%
- CNC(=O)c1ccsc1NC(=O)c1ccc(Cl)s1
    -17% | -9% | 11% | · | -5% | 2%
- COc1cc(CNC2CCCC2)cc(Br)c1OCC(=O)Nc1ccccc1C
    -23% | · | 49%[activator] | ? | 1% | 1%
- COC(=O)C(NC(C)=O)(Nc1ccc(Br)cc1)C(=O)OC
    -3% | -2% | -10% | -6% | -16% | 0%
- O=C(Nc1ccc(F)cc1F)C1CCN(S(=O)(=O)c2cccnc2)CC1
    8% | -29% | 39%[activator] | -3% | 0% | -2%
- CCNC(=S)NNc1nc(N2CCCCC2)nc(N2CCOCC2)n1
    0% | 11% | ? | -15% | -6% | -2%[11.5 µM]
- COc1ccc(S(=O)(=O)N2CCCCC2)cc1NC(=O)Cc1cccs1
    -8% | 2% | ? | 12µM* | 1% | ·
- CCOC(=O)C(NC(=O)c1ccc(Cl)cc1Cl)(Nc1ccc(C)cc1)C(F)(F)F (stereo not given)
    -22% | -9% | 2% | ? | 7% | 3%
- CC(C)NC(=O)CSc1c2c(nc3ccccc13)CCCC2
    3% | -2% | 79%[activator] | -14% | 6% | 6%
- O=C(c1ccccc1)N1CCC(O)(c2cccnc2)CC1
    3% | -7% | -18% | 10% | 2% | 4%
- N#C/C(=C\c1ccc(N2CCCC2)c([N+](=O)[O-])c1)c1nc2ccccc2[nH]1
    16% | ? | 84%[activator] | ? | · | -1%
- COc1ccc(OC(=O)c2cc(S(=O)(=O)N3CCCC3)ccc2Cl)cc1
    15% | 3% | · | 10% | 6% | 0%
- FC(F)(F)c1ccccc1CN1CCN(Cc2ccccc2)CC1
    27% | -7% | 35%[activator] | · | 4% | -8%
- CCCCN(CCCC)CCCNC(=O)C1CC(c2ccc(C(F)(F)F)cc2)=NO1 (stereo not given)
    ? | 6% | ? | ? | 1% | -1%
- Cc1[nH]c2ccccc2c1NC(=O)CN1CCN(c2cccc(C(F)(F)F)c2)CC1
    -23% | -7% | ? | ? | -2% | 4%
- CC(C)CC(NC(=O)CC12CC3CC(CC(C3)C1)C2)C(=O)NC1=NCCS1 (stereo not given)
    17% | -3% | -9% | -8% | -14% | -4%
- Cc1ccc(C(=O)NCCCNC(=O)Cc2ccc(Cl)cc2)cn1
    16% | -2% | 1% | ? | 3% | ·
- COc1ccc(C(=O)NCC(=O)N/N=C(C)\C=C\c2ccccc2)cc1OC
    ? | -12% | 211%[activator] | -22% | 2% | 8%
- Cc1ccccc1CN(C)CC(=O)Nc1c(C)cccc1C(C)C
    -12% | -1% | 0% | -27% | -1% | 0%
- Cc1ccc(N2C(=O)NC(=O)/C(=C/c3ccc(OC(=O)c4cccs4)cc3)C2=O)cc1
    17% | 35µM* | ? | 74%[activator] | -27% | -2%
- CSCC[C@@H](C(=O)NCc1cccs1)N1Cc2ccccc2C1=O
    0% | -9% | 8.3µM* | · | -1% | 1%
- CC[n+]1c(P(=O)([O-])c2ccccc2)[nH]c2ccccc21
    4% | 10% | 17% | 0% | 3% | 2%
- Cc1cc(S(=O)(=O)N2CCOCC2)ccc1OCC(=O)N1CCCCC1
    16% | -4% | 0% | -16% | 1% | -6%
- NNC(=O)C=C1CCN(c2ncc(C(F)(F)F)cc2Cl)CC1
    -7% | -34% | 21% | 32%[activator] | -2% | 0%
- CC1CCN(S(=O)(=O)c2ccc3c(c2)N(CC(=O)NCCN2C(C)CCCC2C)C(=O)CS3)CC1 (stereo not given)
    4% | 0% | 82%[activator] | ? | 2% | 8%
- Cc1cc(Cl)c(S(=O)(=O)N2CCN(c3ccccn3)CC2)cc1OCC(=O)NC1CCCCC1
    10µM* | 8% | ? | 0.23µM* | 0% | 3%
- NC(=O)C1(N2CCCCC2)CCN(S(=O)(=O)c2cc(Cl)ccc2Cl)CC1
    4% | 2% | 137%[activator] | · | 0% | 1%
- Cc1ccccc1C(=O)Nc1nc(SCc2ccc(Cl)cc2)n[nH]1
    6% | -5% | 66%[activator] | 59%[activator] | -1% | 3%
- O=C(CN1C(=O)/C(=C\c2ccccc2Cl)Oc2ccccc21)NCc1cccnc1
    -5% | -2% | -37% | -13% | -10% | 1%
- CC(C)(C)N1CC(OC(N)=O)C1
    9% | 4% | -16% | 20% | 4% | -11%
- COc1ccc(S(=O)(=O)n2cnc(C)c2)cc1
    -15% | 0% | 0% | -4% | 2% | -2%
- O=C(COc1ncnc2ccccc12)NCCCN1CCCC1=O
    17% | 4% | · | -4% | 3% | 0%
- COc1ccc(-c2noc(CN(C)C(=O)c3ccc4c(c3)OCO4)n2)cc1OC
    -17% | -9% | ? | 9% | -4% | -4%
- O=C(c1cccc(Br)c1)c1coc2ccc(O)cc12
    ? | -12% | 296%[activator] | 213%[activator] | 0% | ·
- O=C(CCSc1ccc(Cl)cc1)c1ccco1
    ? | 1µM* | ? | -11% | -2% | 1%
- COc1ccc(Nc2nc(-c3cccs3)nc3ccccc23)cc1
    4.5µM* | 1% | 0% | -14% | -2% | -3%
- Cc1nn(Cc2ccccc2Cl)c(C)c1NC(=O)C1C2CCC(O2)C1C(=O)O (stereo not given)
    4% | -3% | · | 8% | 2% | 1%
- Cc1ccc(Nc2ncc3c(n2)CC(C)(C)CC3=O)cc1
    -5% | 12% | 2% | 105%[activator] | -4% | 0%
- CCOC(=O)c1c(-c2ccccc2)csc1NC(=O)CCN1C(=O)c2ccccc2C1=O
    ? | -1% | 2.6µM* | 12% | 13% | 1%

Record cards (already shown). Order of screens: HCV inh	Sm TGR block	Pf growth 96h	Pf growth 48h	Tb PYK inh	LmPK inh
`O=C(c1cccc(Br)c1)c1coc2ccc(O)cc12` is listed with ?	-12%	296%[activator]	213%[activator]	0%	·
`O=C(CN1C(=O)/C(=C\c2ccccc2Cl)Oc2ccccc21)NCc1cccnc1` is listed with -5%	-2%	-37%	-13%	-10%	1%
`O=C(CCSc1ccc(Cl)cc1)c1ccco1` is listed with ?	1µM*	?	-11%	-2%	1%
`Cc1ccc(Nc2ncc3c(n2)CC(C)(C)CC3=O)cc1` is listed with -5%	12%	2%	105%[activator]	-4%	0%
`O=C(COc1ncnc2ccccc12)NCCCN1CCCC1=O` is listed with 17%	4%	·	-4%	3%	0%

(further entries)
Results follow in this order: HCV inh | Sm TGR block | Pf growth 96h | Pf growth 48h | Tb PYK inh | LmPK inh
- O=C(c1ccco1)N1N=C(c2ccc3nccnc3c2)CC1c1ccccc1 (stereo not given)
    -8% | ? | ? | ? | -3% | -4%
- CCCNC(=O)COc1cccc(C(=O)NCc2ccccc2)c1
    22% | 3% | ? | ? | 7% | 0%
- CC1(C)C(=O)Nc2ccccc2N1C(=O)COc1ncnc2c(Cl)cc(Cl)cc12
    5% | 0% | 43%[activator] | 21% | -3% | 4%
- O=C(Nc1cccc([N+](=O)[O-])c1)c1[nH]ncc1Cl
    -4% | 0% | 362%[activator] | 315%[activator] | 4% | -17%
- COc1ccc(C(CNC(=O)CNC(=O)c2cccc(C)c2)N2CCOCC2)cc1 (stereo not given)
    19% | -12% | ? | ? | 2% | ·
- N/C(=N\NC(=O)c1ccccc1)c1cc2ccccc2oc1=O
    -7% | -17% | -2% | -26% | -4% | -2%
- CC(C)(C)c1ccc2c(c1)OC(C(=O)N/N=C\c1ccccn1)CO2 (stereo not given)
    -2% | 1% | -25% | -29% | 1% | 0%
- COCCc1nc2ccc(C(=O)N(C)Cc3cccc(-n4nc(C)cc4C)c3)cc2o1
    · | -8% | ? | 0% | -4% | -5%
- Cc1ccc(NC(=O)Nc2cccn(Cc3c(F)cccc3Cl)c2=O)cc1
    11µM* | · | 5.2µM* | -20% | -2% | 4%
- Cc1cc(C)n(C(=O)CNC(=O)c2ccc3c(c2)OCCO3)n1
    1% | -24% | 1.9µM* | 24% | 4% | -6%
- Cc1ccc(C(=O)n2ncn(C)c2=S)cc1
    21% | 18µM* | 11% | 0% | ? | -5%
- COc1ccc(C(=O)NCC(=O)N2CCNC(=O)C2)cc1OC
    -8% | -2% | 0% | 1% | -4% | 1%
- COc1ccc(CC(=O)Nc2cc(C)c3c(=O)oc4ccccc4c3n2)cc1
    1% | 4% | 29% | 11% | 1% | 2%
- CN(C)CCSc1nnc(-c2ccccc2)o1
    15% | -3% | ? | 84%[activator] | 1% | 2%
- COc1ccc2[nH]c(C)c(CCNCc3cc(OC)c(OC)c(OC)c3)c2c1
    ? | -7% | 52%[activator] | ? | -1% | 0%
- O=C(C1CCCN(c2ncnc3c2nc2n3CCCCC2)C1)N1CCN(c2cccc(Cl)c2)CC1 (stereo not given)
    ? | -6% | ? | 13µM* | 9% | -3%
- NC(=O)C1(N2CCCCC2)CCN(Cc2ccc(Br)cc2)CC1
    ? | 11% | 4% | -10% | 3% | -3%
- CCOc1ccc(NC(=O)C2CC(=O)OC2c2ccccc2)cc1 (stereo not given)
    -15% | · | -26% | 24% | -7% | -1%
- CC(C)CNC(=O)COCc1cc(-c2ccc3c(c2)OCO3)on1
    23% | 2% | -38% | 32%[activator] | -2% | 5%
- O=C(Nc1cccc(-c2ccc(F)cc2)c1)C1CCCN(C(=O)c2cscn2)C1 (stereo not given)
    ? | 11% | -14% | 3% | 0% | -6%
- O=C(c1c[nH]c2ccccc12)N1CCOCC1
    2% | ? | 31%[activator] | ? | 3% | -8%
- Cc1cccc(OCC(=O)NC(=S)Nc2ccccc2N2CCOCC2)c1C
    -23% | -1% | 45%[activator] | -7% | -6% | 4%
- O=C(NC1(C(F)(F)F)C(=O)Nc2c1c(=O)[nH]c(=O)n2-c1ccccc1)c1cccnc1 (stereo not given)
    20% | 5% | 47%[activator] | 12% | -4% | -2%
- Cc1cc2oc(C(=O)NC3CCS(=O)(=O)C3)c(C)c2cc1C (stereo not given)
    ? | 2% | -18% | 11% | 2% | 2%
- Cc1ccc(Nc2nc(COC(=O)COc3ccc(C=O)cc3)cs2)cc1
    23% | 1% | 103%[activator] | 107%[activator] | -19% | 0%
- CCN1CCN(C(=S)c2ccc(Cl)cc2)CC1
    -1% | -14% | · | · | ? | -1%
- CCCCNC(=O)Nc1nnc(-c2ccc(Cl)cc2)o1
    32%[activator] | 11% | 16% | · | 0% | 7%
- CCN(CC)S(=O)(=O)c1ccc2c(c1)N(CC(=O)NCCN1CCOCC1)C(=O)CO2
    3% | -9% | 21% | 0% | -1% | 0%
- CSc1ccc(S(=O)(=O)NCCCOC(C)C)cc1
    9% | 2% | 386%[activator] | -3% | -3% | 1%
- Cc1ccnc(NC(=O)CCC(=O)N(CC(=O)NC2CCCCC2)Cc2ccccc2)c1
    -14% | -5%[57.1 µM] | 30% | -12% | 5% | -5%
- COc1ccc(C(C)(C)C)cc1NC(=O)c1cncc(Br)c1
    ? | -12% | ? | ? | 6% | 4%
- Cc1ccc(OCc2ccc(C(=O)N3CCOCC3)cc2)cc1C
    -4% | -10% | 0% | 153%[activator] | ? | ?
- COc1ccccc1NC(=O)c1ccc[n+]([O-])c1
    16% | 2% | ? | 37%[activator] | -4% | 0%
- CCC(C)(C)C(=O)O
    2% | -4% | 52%[activator] | 35%[activator] | -8% | ·
- N#CCC1c2ccccc2CCN1C(=O)Nc1ccc(C(F)(F)F)cc1 (stereo not given)
    ? | -26% | 5.9µM* | 13µM* | -7% | 3%
- c1ccc(-c2cn(-c3ccccc3)c3[n+]2CCCS3)cc1
    -19% | 2% | ? | ? | 6% | 4%
- Cc1ccc(C)c(SCC(=O)NNC(=O)c2csc(N3CCOCC3)n2)c1
    -5% | 0% | 13% | 31%[activator] | -3% | -5%
